RXFP1 antagonist = blocks the human relaxin receptor RXFP1. 350,000 tested, 0.59% active. activity change, negative = inhibition, % at 57.5 µM. HEK293-RXFP1, relaxin-stimulated cAMP HTRF, 30 min; stronger effect = lower value;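 active = activity change of -60% or lower, but not beyond a set lower limit; inconclusive = change between -60% and -40%, or beyond the set limit; inactive = change above -40%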
Target sequence (Q9HBX9 whole entry, looked up): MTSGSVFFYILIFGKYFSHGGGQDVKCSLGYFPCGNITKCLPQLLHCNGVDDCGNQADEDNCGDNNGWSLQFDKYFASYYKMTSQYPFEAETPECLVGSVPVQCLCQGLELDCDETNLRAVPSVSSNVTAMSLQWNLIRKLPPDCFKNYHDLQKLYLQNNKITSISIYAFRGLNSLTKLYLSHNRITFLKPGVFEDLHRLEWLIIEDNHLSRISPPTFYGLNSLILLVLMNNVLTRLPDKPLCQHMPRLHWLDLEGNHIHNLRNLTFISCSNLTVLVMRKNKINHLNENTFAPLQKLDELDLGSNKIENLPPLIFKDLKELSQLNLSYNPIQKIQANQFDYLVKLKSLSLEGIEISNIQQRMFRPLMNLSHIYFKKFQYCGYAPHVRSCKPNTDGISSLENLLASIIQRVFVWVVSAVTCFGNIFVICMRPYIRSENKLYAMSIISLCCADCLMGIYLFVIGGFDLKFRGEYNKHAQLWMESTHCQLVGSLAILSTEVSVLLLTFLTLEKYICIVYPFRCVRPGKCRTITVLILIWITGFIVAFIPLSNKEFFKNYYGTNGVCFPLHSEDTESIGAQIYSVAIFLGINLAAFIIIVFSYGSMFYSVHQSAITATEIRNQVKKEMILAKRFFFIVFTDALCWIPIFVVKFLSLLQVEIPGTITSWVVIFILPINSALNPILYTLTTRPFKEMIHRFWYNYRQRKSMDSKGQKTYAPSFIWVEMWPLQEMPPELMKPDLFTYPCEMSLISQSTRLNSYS
Active calls of the source: *; ? = inconclusive. % is scaled to controls: 0 for no effect and ±100 for the full control effect. Some of the compounds tested; rates above refer to the full screens.

SMILES | RXFP1 antagonist
CC(=O)N1CCN(c2ccc(S(=O)(=O)N3CCOCC3)cc2[N+](=O)[O-])CC1 | -2
O=C(NCc1cccs1)Nc1cccc(Cl)c1 | 16
CC(=O)c1sc(NC(=O)CCS(=O)(=O)c2ccc(F)cc2)nc1C | 9
COc1cc(C)ccc1Oc1ccc([N+](=O)[O-])cc1 | -26
Cc1c(/C(O)=C2\C(=O)C(=O)N(CCCN(C)C)C2c2cccs2)cnn1-c1ccccc1 (stereo not drawn) | 11
c1ccc(C(=C2CCCO2)c2ccccc2)cc1 | -24
C=CCn1cc(C(=O)NCCCOC)c(=O)c2cc(S(=O)(=O)N3CCC(C)CC3)ccc21 | -34
CN1CCN(C(=O)C[C@H]2C[C@H]3c4cc(NC(=O)NC5CCCCC5)ccc4O[C@H]3[C@@H](CO)O2)CC1 | -13
CC(C)C1C(=O)N(Cc2cn(CCC3OCCO3)nn2)CCS(=O)(=O)N1Cc1ccc(-c2cccc(CO)c2)cc1 (stereo not drawn) | 2
Cn1cccc1C(=O)OCC(=O)NC(=O)c1ccc(Cl)cc1 | -5
CCCN(CC(=O)Nc1cc(Cl)ccc1Cl)C(=O)c1ccccn1 | 2
Cc1cc(C)c(C(=O)c2ccccc2)c(C)c1 | -31
O=C(COC(=O)c1ccccc1Cl)Nc1cccc(S(=O)(=O)N2CCCCC2)c1 | 5
COc1ccc(C=NNC(=O)CCCC(=O)NN=Cc2ccc(OC)c(OC)c2)cc1OC | -8
CCOC(=O)C1=C(N)n2c(s/c(=C\c3cccnc3)c2=O)=C(C#N)C1c1cccnc1 (stereo not drawn) | 10
Cn1c(N)c(C(=O)c2ccc(Cl)c(S(=O)(=O)N3CCCCCC3)c2)c(=O)n(C)c1=O | -6
COc1ccc(C2CC(=O)c3cc(OC)ccc3O2)cc1 (stereo not drawn) | 3
Cc1ccn(CC(=O)NC2CCCN(Cc3ccccc3F)C2)n1 (stereo not drawn) | 7
CCC1Oc2ccccc2N(CC(=O)N2CCCC2)C1=O (stereo not drawn) | -22
CC(=O)N1CCN(C(=O)c2ccc3c(c2)OCO3)CC1 | 0
O=C(C1CCCCC1)N1C[C@H](O)[C@@H](n2cc(-c3ccc(F)cc3)nn2)C[C@@H]1c1ccccc1 | 5
CCOC(=O)Cc1csc(NC(=O)c2cc(C)on2)n1 | 8
C[C@H]1CN([C@@H](C)CO)S(=O)(=O)c2ccc(C#CC3CC3)cc2O[C@@H]1CN(C)S(C)(=O)=O | 3
CCCn1c(=N)n(CC(=O)O)c2ccccc21 | 6
Cn1c(SCC(=O)Nc2sccc2C#N)nnc1C1CC1 | -8
CN(Nc1cccc(Cl)c1)c1cccc(Cl)c1 | ?
CCCCn1c(N)c(N(Cc2ccccc2OC)C(=O)C(C)Oc2cccc(Cl)c2)c(=O)[nH]c1=O (stereo not drawn) | 5
CCCC1SCC(C)(C)NC1=O (stereo not drawn) | -2
Cc1ccc(S(=O)(=O)N2CCC(C(=O)N/N=C/c3cccn3C)CC2)cc1 | -13
O=C(COC(=O)c1c[nH]c2ccccc12)Nc1ccccc1 | 0
CN1CCN(CC(C)(C)NS(=O)(=O)c2ccccc2)CC1 | 0
O=C(OCC(=O)c1ccc[nH]1)c1ccc(F)c(S(=O)(=O)N2CCOCC2)c1 | 7
CCCCC(=O)NC(c1ccc(OC)c(OC)c1)c1ccc2cccnc2c1O (stereo not drawn) | 2
COc1ccccc1-c1ccc([C@@H]2C[C@H]3[C@@H](CN2)CON3C)cc1 | 4
COc1ccc(C(=O)NCCn2cc(SCC(=O)Nc3nnc(C)s3)c3ccccc32)cc1 | -6
CCc1ccc(/C=C(\C#N)C(=O)NC2CCS(=O)(=O)C2)cc1 (stereo not drawn) | -12
CC(=O)N[C@@H](Cc1c[nH]c2ccccc12)C(=O)OCC(=O)Nc1cc(C)on1 | -17
CC(=O)N(c1onc(C)c1C)S(=O)(=O)c1ccc(N)cc1 | -11
CC(C)CC1C(=O)N(Cc2cn(Cc3ccco3)nn2)CCS(=O)(=O)N1Cc1ccc(-c2ccc(F)nc2)cc1 (stereo not drawn) | 0
Cc1ccccc1Cn1nnc2c1C(=O)c1ccccc1C2=O | 13
Cc1nc2ncnn2c(Nc2ccc3c(c2)OCCO3)c1C | 14
CSc1ncnc2c1ncn2CCCNCC(C)c1ccccc1 (stereo not drawn) | 3
CN(C)CCC(=O)C(Cc1ccccc1)c1ccccc1 (stereo not drawn) | ?
O=C(Nc1cccc([N+](=O)[O-])c1)NN1CCCCCC1 | -4
Cc1ccc([C@H]2C[C@H](O)[C@@H](n3cc(-c4ccc(F)cc4)nn3)CN2CC2CCCCC2)cc1 | -2
C[C@H]1CCCCO[C@H](CN(C)S(=O)(=O)c2cn(C)cn2)[C@@H](C)CN([C@@H](C)CO)C(=O)c2cc(NS(=O)(=O)c3ccccc3)ccc2O1 | 4
Cc1ccc(S(=O)(=O)NN=CC=CC=NNS(=O)(=O)c2ccc(C)cc2)cc1 | 2
O=C(COC(=O)c1ccc([N+](=O)[O-])o1)NCc1ccc2c(c1)OCO2 | 5
CCc1ccc2nc(NC(=O)CN3C(=O)NC4(CCCC4)C3=O)sc2c1 | -15
Cn1c(=O)c2[nH]c(NN=Cc3ccccc3)nc2n(C)c1=O | 0
Cc1ccc(S(=O)(=O)N2CCN(C(=O)COC(=O)COc3cccc(C(F)(F)F)c3)CC2)c(C)c1 | 1
O=C(COC(=O)C1=COCCO1)Nc1ccc(Br)cc1Br | -1
COc1ccc(NC(=O)CCOc2ccccc2F)cc1S(=O)(=O)N1CCCCC1 | 12
Nc1c(N(CCO)C(=O)C2CCCC2)c(=O)[nH]c(=O)n1Cc1ccccc1 | -7
COc1ccc(CCC(=O)NCCOc2ccccc2Cl)cc1 | 7
COc1ccccc1NS(=O)(=O)c1ccc(C(=O)NCc2ccc(S(N)(=O)=O)cc2)cc1 | 9
CCOC(=O)c1cocc1C(=O)O | 1
CC1CN(C(=O)COC(=O)c2cc(=O)[nH]c3ccccc23)CC(C)O1 (stereo not drawn) | -7
Cc1cc(C)c2c(ccc3ccccc32)n1 | -7
COc1cc(/C=C/C(=O)OCC(=O)N2CCCc3ccccc32)ccc1O | 4

(more compounds)
SMILES | RXFP1 antagonist
CC(OC(=O)[C@@H](NC(=O)c1ccco1)C(C)C)C(=O)Nc1ncc(Cl)cc1Cl (stereo partly drawn) | 3
CCC/C=C/c1ccc(CN2C(C)C(=O)N(Cc3cn(CCOCOC)nn3)CCS2(=O)=O)cc1 (stereo not drawn) | 2
CN1C(=O)CN(CCN2CC(=O)N(C)C(=O)C2)CC1=O | -8
CCCCn1nc(C(=O)NC2CCCCCC2)c2ccccc2c1=O | -32
COc1cc(C(=O)N2CCN(c3ccccc3)CC2)c2ccccc2n1 | -6
COC(=O)c1cc(C)c(C)cc1NC1OC(CO)C(O)C1O (stereo not drawn) | 1
CC(C)CC#Cc1ccc2c(c1)O[C@H](CN(C)C(=O)Nc1ccccc1)[C@@H](C)CN([C@H](C)CO)S2(=O)=O | -2
COc1ccc(Cn2c(C)nc3c(c2=O)c2nc4ccccc4nc2n3Cc2ccco2)cc1 | 3
O=C(Nc1ccc(F)c(Cl)c1)C1CC(=O)N(Cc2ccccc2)C1 (stereo not drawn) | -11
COc1ccc([C@H]2N[C@]3(CCCN(Cc4ccc(C)cc4)C3=O)[C@H]3C(=O)N(C)C(=O)[C@@H]23)cc1 | -32
COc1ccc(-c2csc(NC(=O)c3c(C)noc3C)n2)cc1OC | -4
CC(=O)SC[C@@H](C)C(=O)N1CCC[C@H]1C(=O)N[C@@H](Cc1ccccc1)C(=O)O | 14
CC1Cc2c([nH]c(=O)n(-c3ccccc3)c2=O)O1 (stereo not drawn) | 4
Cc1cc(C)c2c(=N)c3ccccc3n(CCCCCCCCn3c4ccccc4c(=N)c4c(C)cc(C)nc43)c2n1 | -5
Cc1ccc(OCC(=O)Nc2ccc(C(=O)Nc3ccccc3C(=O)O)cc2)cc1C | 0
CC1(C)CC(Cc2cccc(C(F)(F)F)c2)N(C(=O)OC(C)(C)C)C1 (stereo not drawn) | -23
CCOc1ccc(C(=O)NCC(=O)NNC(=O)CN(C)S(=O)(=O)c2ccc(Cl)cc2)cc1OCC | -3
Cc1ccc(NC2(C(N)=O)CCCC2)cc1 | 3
ONC(=NCc1ccccc1)c1ccccc1 | -11
COc1cc(C=NNc2ccccc2)ccc1OC(=O)c1ccccc1 | 0
Cc1cc(Cl)ccc1OCC(=O)N(Cc1ccco1)c1c(N)n(Cc2ccccc2)c(=O)[nH]c1=O | 1
CC1Cn2c(nnc2-c2cccs2)S1 (stereo not drawn) | 11
COc1cccc(CN(C)C(=O)C2CCCN(C(=O)c3ccc(Cl)cc3)C2)c1 (stereo not drawn) | -4
O=C(NCC(c1ccco1)N1CCCCC1)c1cnc(Cl)c(Cl)c1 (stereo not drawn) | -8
CC(N)C(=O)NC(CO)C(O)C(N)C=O (stereo not drawn) | -7
COc1cc2c(cc1OC)C1CCc3cc4c(cc3C1N=C2)OCO4 (stereo not drawn) | 7
CC[C@H](C)[C@H]1CNC(=S)N1CC1CCN(CCC(C)C)CC1 | -3
COc1cccc(NC(=O)CN(C)C(=O)c2cc(-c3ccccc3)nc3ccc(C)cc23)c1 | -15
Cc1cc(C)c(O)c(CN(C)Cc2cc(Cl)cc(Cl)c2O)c1 | -29
CCCC(=O)NC(c1cccc([N+](=O)[O-])c1)c1ccc2cccnc2c1O (stereo not drawn) | 8
O=C(NCCN1CCCC(O)C1)c1cc(COc2cccc(C(F)(F)F)c2)on1 (stereo not drawn) | -4
CC12C=CC(=O)C=C1CCC1C2CCC2(C)C(C(=O)CO)CCC12 (stereo not drawn) | 6
NNc1nncc2ccccc12 | 4
CC1(C)CC(=O)C=C(c2ccc(-c3cnc4ccccc4c3)cc2)C1=O | 3
COc1ccc2c(c1)C(=O)Nc1cc(Cl)ccc1N2 | 11
Cc1ccc(C)c(NC(=O)C2CCCC2)c1 | 2

15 of the compounds above, with the structure last:
RXFP1 antagonist | smiles
11 | CC1Cn2c(nnc2-c2cccs2)S1 (stereo not drawn)
-4 | COc1cccc(CN(C)C(=O)C2CCCN(C(=O)c3ccc(Cl)cc3)C2)c1 (stereo not drawn)
-8 | O=C(NCC(c1ccco1)N1CCCCC1)c1cnc(Cl)c(Cl)c1 (stereo not drawn)
-7 | CC(N)C(=O)NC(CO)C(O)C(N)C=O (stereo not drawn)
7 | COc1cc2c(cc1OC)C1CCc3cc4c(cc3C1N=C2)OCO4 (stereo not drawn)
-3 | CC[C@H](C)[C@H]1CNC(=S)N1CC1CCN(CCC(C)C)CC1
-15 | COc1cccc(NC(=O)CN(C)C(=O)c2cc(-c3ccccc3)nc3ccc(C)cc23)c1
-29 | Cc1cc(C)c(O)c(CN(C)Cc2cc(Cl)cc(Cl)c2O)c1
8 | CCCC(=O)NC(c1cccc([N+](=O)[O-])c1)c1ccc2cccnc2c1O (stereo not drawn)
-4 | O=C(NCCN1CCCC(O)C1)c1cc(COc2cccc(C(F)(F)F)c2)on1 (stereo not drawn)
6 | CC12C=CC(=O)C=C1CCC1C2CCC2(C)C(C(=O)CO)CCC12 (stereo not drawn)
4 | NNc1nncc2ccccc12
3 | CC1(C)CC(=O)C=C(c2ccc(-c3cnc4ccccc4c3)cc2)C1=O
11 | COc1ccc2c(c1)C(=O)Nc1cc(Cl)ccc1N2
2 | Cc1ccc(C)c(NC(=O)C2CCCC2)c1

Returning to the listing, repeating the 2 entries before the break.
SMILES | RXFP1 antagonist
COc1ccc2c(c1)C(=O)Nc1cc(Cl)ccc1N2 | 11
Cc1ccc(C)c(NC(=O)C2CCCC2)c1 | 2
O=S(=O)(/C(=C\c1ccc(C(F)(F)F)cc1)c1nc2ccccc2[nH]1)c1ccccc1 | -77*
O=c1cc(-c2cccc(F)c2)oc2ccccc12 | 0
C(=Cc1cccnc1)c1ccncc1 | 7
Cc1ccc(NC(=O)CSc2nnnn2C)cc1S(=O)(=O)N1CCCCC1 | 5
CC1Cc2ccccc2N1C(=O)CN1CCN(S(=O)(=O)c2ccc3c(c2)OCCCO3)CC1 (stereo not drawn) | 7
CCOC(=O)N1CCN(S(=O)(=O)N2CCCC(C(=O)NCc3ccc(C)cc3)C2)CC1 (stereo not drawn) | 2
O=[N+]([O-])c1ccc(O)c(C=NN2CCCCC2)c1 | 0
COC(=O)c1c(C)[nH]c(C(=O)OCC(=O)c2ccc(C)s2)c1C | -25
CCC(=O)N1CCc2cc(Br)c(S(=O)(=O)NCCN3CCCCC3CC)cc21 (stereo not drawn) | -6
O=C(c1ccco1)N1CCN(C(=O)c2cnn(-c3ccc(F)cc3)c2-n2cccc2)CC1 | -2
O[C@@H]1C[C@H](c2ccccc2)N(Cc2cccs2)C[C@H]1n1cc(C2CC2)nn1 | 0
O=S(=O)(Oc1ccccc1)c1ccc(Cl)c(Cl)c1 | -9
CCOc1ccc2[nH]cc(C(=O)N3CCN(C4CCCCC4)CC3)c(=O)c2c1 | 6
COc1ccc(N(C=O)C(C(=O)Nc2c(C)cccc2C)c2ccccc2)cc1 (stereo not drawn) | 0
CN(C)CC1CCC/C(=C\c2ccc(OC(=O)/C=C/c3ccc(Cl)c(Cl)c3)cc2)C1=O (stereo not drawn) | -12
COc1cccc(C=NNC(=O)C2CC2)c1 | 8
O=C(CN1C(=O)CSc2ccc(S(=O)(=O)N3CCOCC3)cc21)NCc1c(F)cccc1Cl | -3
CCOC(=O)C(O)c1ccccc1 (stereo not drawn) | -6
Cc1cc(N)cc(C)c1-c1c(Br)cc(N)cc1Br | -14
Nc1ccn(C2OC(CCl)C(O)C2O)c(=O)n1 (stereo not drawn) | 4
CCOC(=O)c1ccccc1N/C=C/C(=O)c1ccccc1 | -14
COc1ccc(C(=O)NNC(=O)c2ccc3ccccc3c2)cc1 | -7
COc1ccc(CCN2CC(C(=O)NCCc3ncccc3C)CCC2=O)cc1 (stereo not drawn) | 5
CC(Oc1ccccc1F)c1nnc(SCC(=O)N(c2ccccc2)C2CCS(=O)(=O)C2)o1 (stereo not drawn) | 0
CN1CCN(c2ccccc2NS(=O)(=O)c2ccc3c(c2)CCN3C(=O)C2CCC2)CC1 | 1
